GPT2 inh – blocks human glutamate pyruvate transaminase 2 | Recombinant GPT2, coupled pyruvate oxidase/HRP Amplex Red fluorescence | Potency, µM (highest dose often 57.7 µM), for inactives: top-dose activity change, negative = inhibition, hits mostly inhibitors | actives 0.25% (n = 100,000); also: potency is read from the fitted curve at half-maximal effect; nearly all actives have a fitted effect of over 60% in size; many of its hits are not listed in these tables
Target sequence (Q8TD30 whole entry, looked up): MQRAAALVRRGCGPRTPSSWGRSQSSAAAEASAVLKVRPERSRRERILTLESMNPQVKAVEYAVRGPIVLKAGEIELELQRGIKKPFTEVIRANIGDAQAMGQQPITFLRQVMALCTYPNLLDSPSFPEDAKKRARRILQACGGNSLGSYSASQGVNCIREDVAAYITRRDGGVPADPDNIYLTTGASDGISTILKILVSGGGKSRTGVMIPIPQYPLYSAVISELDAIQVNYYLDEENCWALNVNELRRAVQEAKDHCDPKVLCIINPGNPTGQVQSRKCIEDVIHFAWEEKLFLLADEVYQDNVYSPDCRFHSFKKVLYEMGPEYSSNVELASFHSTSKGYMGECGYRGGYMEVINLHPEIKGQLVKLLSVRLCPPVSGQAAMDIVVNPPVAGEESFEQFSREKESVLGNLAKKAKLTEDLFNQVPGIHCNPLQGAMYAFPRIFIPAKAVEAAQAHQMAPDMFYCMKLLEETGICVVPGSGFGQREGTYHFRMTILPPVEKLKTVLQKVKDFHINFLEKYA
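Fluorescence read-out: pyruvate from GPT2 turnover coupled to pyruvate oxidase, HRP and Amplex Red (0.2mM ThPP, 0.2U/mL PO and HRP, 50uM Amplex final). Substrates 250uM a-KG, 2mM L-alanine; enzyme 10ng/uL; 30 min RT.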
HEK cytotox – HEK 293 cell cytotoxicity. HEK 293 viability, ATP luminescence (CellTiter-Glo), 48-72 h. Potency, µM (highest dose often 115 µM), for the others: top-dose activity change, negative = cytotoxicity, most hits filed as inhibitors. actives 6.6% (n = 94,000). AID 1345083; also: potency is read from the fitted curve at half-maximal effect; nearly all actives have a fitted effect of over 60% in size
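Cytotoxicity was scored by loss of ATP-coupled luminescence (CellTiter-Glo) in HEK 293 cells. Compound treatment ran 48 or 72 hr at 37 degree Celsius, 5% CO2, 95% humidity.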
SNCA viab count – counter-screen for SNCA expression inhibitors: cell viability; AID 1671193; actives 0.12% (n = 150,000); Potency, µM (titrated, usually from 57.1 µM), inactives show top-dose activity change, negative = cytotoxicity, usual class: cytotoxic; HEK-293-SNCA-luc viability, GF-AFC fluorescence, 24 h;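 also: potency is read from the fitted curve at half-maximal effect; 0% = DMSO-treated cells and -100% = medium-only wells without cells; nearly all actives have a fitted effect of over 30% in size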
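Cytotoxicity counterscreen: after 24 h compound treatment of genome-edited SNCA-luciferase HEK-293 cells, live-cell protease substrate GF-AFC read by fluorescence after 30 min; activity scaled between DMSO (0%) and medium-only (-100%), curves Hill-fitted.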
SNCA expr inh – reduces expression of the alpha-synuclein gene. Potency, µM (series often up to 57.2 µM), without a hit: at the highest dose activity change, negative = inhibition, actives largely listed as inhibitors. HEK-293 SNCA-luciferase knock-in, luminescence, 24 h. actives 0.17% (n = 140,000);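 also: potency is read from the fitted curve at half-maximal effect; plate controls were DMSO cells for no effect and cell-free wells for full effect; nearly all actives have a fitted effect of over 45% in size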
3T3 cytotox – NIH 3T3 cell cytotoxicity. actives 4.3% (n = 94,000). NIH 3T3 viability, CellTiter-Glo ATP luminescence, 48-72 h. Potency, µM (titrated, usually from 96.7 µM), without a hit: top-dose activity change, negative = cytotoxicity, hits mostly inhibitors. AID 1345082; also: potency is read from the fitted curve at half-maximal effect; nearly all actives have a fitted effect of over 55% in size
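Mouse fibroblast NIH 3T3 cells, 400 per well, received compound via pintool and were incubated for 48 or 72 hr prior to CellTiter-Glo ATP luminescence measurement.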
IP6K1 inh – blocks human inositol hexakisphosphate kinase 1; AID 1645851; activity change, % (series mostly up to about 58 µM); actives 0.81% (n = 140,000); Q92551; IP6K1 kinase, ADP-Glo luminescence, 2 h; hits give low values; in the data active = activity change below about -25%
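ADP-Glo luminescence measures ADP made by human IP6K1 during a 2 h RT reaction with ATP/IP6 (mix at 1.3 mM/130 uM); top library doses 57.5 and 19.1 uM final.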
FLuc inh – Photinus pyralis luciferase inhibition; actives 2.5% (n = 76,000); purified P. pyralis luciferase, luminescence, biochemical; AID 1347043; Potency, µM (doses to about 115 µM), without a hit: at the top dose activity change, negative = inhibition, usual class: inhibitors; also: potency is read from the fitted curve at half-maximal effect; nearly all actives have a fitted effect of over 65% in size
Target sequence (P08659 whole entry, looked up): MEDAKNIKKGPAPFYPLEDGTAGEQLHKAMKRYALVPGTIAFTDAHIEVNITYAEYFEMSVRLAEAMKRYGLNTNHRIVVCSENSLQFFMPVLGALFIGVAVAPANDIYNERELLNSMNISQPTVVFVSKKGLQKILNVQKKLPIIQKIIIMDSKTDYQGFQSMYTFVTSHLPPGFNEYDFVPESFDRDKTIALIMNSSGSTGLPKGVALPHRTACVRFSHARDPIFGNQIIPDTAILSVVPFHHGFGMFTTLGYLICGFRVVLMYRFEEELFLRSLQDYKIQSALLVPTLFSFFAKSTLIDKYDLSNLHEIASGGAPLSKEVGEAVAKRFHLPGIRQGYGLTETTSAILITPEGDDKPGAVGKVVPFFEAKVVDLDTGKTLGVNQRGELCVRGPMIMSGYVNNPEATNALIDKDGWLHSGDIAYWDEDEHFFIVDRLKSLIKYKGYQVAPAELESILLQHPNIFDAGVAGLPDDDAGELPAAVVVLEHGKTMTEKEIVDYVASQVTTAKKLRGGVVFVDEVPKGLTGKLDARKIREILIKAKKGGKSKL
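FLuc 10nM, D-luciferin 10uM, ATP 10uM, Mg acetate 10mM, Tris acetate pH 7.5, Tween/BSA; cpd qHTS; enzyme added last; CCD luminescence.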
Active calls of the source: *; & = joins results of further samples; [ ] = another dose, or the depositor's remark. Unless noted, calls follow the shape of the dose curve; as a rule, active = well fitted curve in the direction sought with a large enough effect; inconclusive = small, poorly fitted or top-dose-only effect, or another doubt; inactive = no such curve, though single readings can be large; an effect the other way counts as inactive or inconclusive. Unless noted, % is scaled to controls: 0 for no effect and ±100 for the full control effect. Some of the compounds tested; the hit share may differ from the screen's.

CCC(=O)N1CCc2cc(Br)cc(S(=O)(=O)N(CC)Cc3ccccc3)c21 was read as SNCA viab count 1%, SNCA expr inh -5% and IP6K1 inh -27*.
`COc1ccc(-c2ccccc2C(=O)N2CCC(NC(=O)c3ccccc3)CC2)nn1` gave HEK cytotox inconclusive, 3T3 cytotox -23% and IP6K1 inh -3.
For Cc1cccc(S(=O)(=O)N2CCC[C@@H]2CCN2CCC(C)CC2)c1 the results were GPT2 inh 3%, SNCA viab count 1% and IP6K1 inh -1.
Screening COc1ccc(C2(C(=O)N3CCC4(CC3)CC(N3CCOCC3)CCO4)CC2)cc1 (centres undefined) returned GPT2 inh inactive, HEK cytotox 8%, SNCA viab count 0%, SNCA expr inh -8%, 3T3 cytotox -10%, IP6K1 inh 7 and FLuc inh 11%.
Screening COc1ccc(S(N)(=O)=O)cc1C(=O)NC1CCOC2(CCOCC2)C1 (centres undefined) returned GPT2 inh inactive, HEK cytotox inactive, SNCA viab count 6%, SNCA expr inh 1%, 3T3 cytotox inactive, IP6K1 inh 8 and FLuc inh -8%.
Screening COc1cccc(S(=O)(=O)N2CCn3c(nnc3-c3ccncc3)C2)c1 returned GPT2 inh inactive, HEK cytotox 4%, SNCA viab count -2%, SNCA expr inh -2%, 3T3 cytotox -13% and IP6K1 inh -1.
COC(=O)[C@@H]1Cc2c([nH]c3ccccc23)[C@H]2C[C@H](NCCCn3ccnc3)C[C@@H](c3ccccc3F)N21 was read as GPT2 inh 4%, HEK cytotox inconclusive, SNCA viab count inconclusive, SNCA expr inh inconclusive, 3T3 cytotox 5µM*, IP6K1 inh 4 and FLuc inh -20%.
Screening CN1CCNc2cc(-c3ccc(N4CCOCC4)cc3)ncc2C1 returned GPT2 inh 1%[88.5 µM], HEK cytotox inconclusive, SNCA viab count -12%[87.6 µM], SNCA expr inh 32%[activator][87.6 µM], 3T3 cytotox inconclusive, IP6K1 inh -13 and FLuc inh -23%[172 µM].
`O=[S+]([O-])(Nc1ccccc1)c1ccc2c(c1)OCCN(Cc1cccnc1)C2` gave GPT2 inh -3%[88.5 µM], HEK cytotox inconclusive, SNCA viab count -10%[87.6 µM], SNCA expr inh -9%[87.6 µM], 3T3 cytotox inconclusive, IP6K1 inh -8 and FLuc inh -6%[172 µM].
Screening CCc1noc(-c2ccn3c(CNC(=O)C4CCCC4)nnc3c2)n1 returned GPT2 inh inactive, HEK cytotox inconclusive, SNCA viab count -12%, SNCA expr inh 6%, 3T3 cytotox -16%, IP6K1 inh 40 and FLuc inh 12%.
Screening CCc1ccccc1N1CC(c2nc3ccccc3n2CCCOc2ccc(Cl)cc2)CC1=O (centres undefined) returned SNCA viab count 9%, SNCA expr inh 127%[activator] and IP6K1 inh 5.
`Cc1cccc(C#Cc2ccccc2)n1` gave GPT2 inh inconclusive, SNCA viab count 1%&-3% and SNCA expr inh 57%&74%[activator].
Screening O=C(NC1CCN(c2nc3ncccc3o2)CC1)c1cccc(Cl)c1 returned GPT2 inh inactive, HEK cytotox -15%, SNCA viab count inconclusive, SNCA expr inh 1%, 3T3 cytotox inconclusive, IP6K1 inh 11 and FLuc inh -2%.
Screening CNC(=O)[C@@H]1CN(S(=O)(=O)c2ccc(Cl)s2)C[C@H]1c1nc(C)no1 returned GPT2 inh -2%, HEK cytotox 4%, SNCA viab count 0%, SNCA expr inh 26%, 3T3 cytotox inactive, IP6K1 inh -1 and FLuc inh 9%.
Screening CO[C@@H]1[C@@H](O)[C@H](O)[C@@H](n2c3c(Cl)cccc3c3c4c(c5c6cccc(Cl)c6[nH]c5c32)C(=O)NC4=O)O[C@@H]1CO returned GPT2 inh -3%, SNCA viab count -6% and SNCA expr inh inconclusive.
For O=C(CCc1nnn2c1CN(C(=O)NCCc1ccccc1)CC2)NC1CC1 the results were GPT2 inh inactive, HEK cytotox -6%, SNCA viab count -1%, SNCA expr inh 1%, 3T3 cytotox 1%, IP6K1 inh -3 and FLuc inh 0%.
For O=C(c1ccccc1OCC1CCCN(Cc2c[nH]c3ccccc23)C1)N1CCCCC1 (centres undefined) the results were GPT2 inh -1%, HEK cytotox 50µM*, SNCA viab count -26%, SNCA expr inh -11%, 3T3 cytotox inconclusive and IP6K1 inh 14.
Screening COc1ccc(OC)c(CNC(=O)c2nn(-c3ccc(OC)c(Cl)c3)c(=O)c3c2c2ccccc2n3C)c1 returned SNCA viab count 12%, SNCA expr inh -5% and IP6K1 inh 1.
`CCCC(=O)N1CCC(N2C(=O)N(Cc3cccnc3)CC23CCOC3)CC1` (centres undefined) gave GPT2 inh -12%, HEK cytotox -7%, SNCA viab count -17%, SNCA expr inh -14%, 3T3 cytotox inconclusive and IP6K1 inh 47.
For CN1C(=O)CO[C@H]2CCN(Cc3cccc(OC(F)(F)F)c3)CC[C@@H]21 the results were GPT2 inh -9%[88.5 µM], HEK cytotox inconclusive, SNCA viab count 9%[87.6 µM], SNCA expr inh -1%[87.6 µM], 3T3 cytotox -28%[138 µM], IP6K1 inh -7 and FLuc inh -9%[172 µM].

Sorted by length of the SMILES (smallest number first): 3 of the compounds above.
For CN1C(=O)CO[C@H]2CCN(Cc3cccc(OC(F)(F)F)c3)CC[C@@H]21 the results were GPT2 inh -9%[88.5 µM], HEK cytotox inconclusive, SNCA viab count 9%[87.6 µM], SNCA expr inh -1%[87.6 µM], 3T3 cytotox -28%[138 µM], IP6K1 inh -7 and FLuc inh -9%[172 µM].
Screening CNC(=O)[C@@H]1CN(S(=O)(=O)c2ccc(Cl)s2)C[C@H]1c1nc(C)no1 returned GPT2 inh -2%, HEK cytotox 4%, SNCA viab count 0%, SNCA expr inh 26%, 3T3 cytotox inactive, IP6K1 inh -1 and FLuc inh 9%.
Screening CO[C@@H]1[C@@H](O)[C@H](O)[C@@H](n2c3c(Cl)cccc3c3c4c(c5c6cccc(Cl)c6[nH]c5c32)C(=O)NC4=O)O[C@@H]1CO returned GPT2 inh -3%, SNCA viab count -6% and SNCA expr inh inconclusive.

Other results follow.
COC(=O)c1ccccc1NC(=O)Cn1c(-c2ccc(F)cc2)nc(C)cc1=O was read as GPT2 inh inactive, HEK cytotox -27%, SNCA viab count 7%, SNCA expr inh 0%, 3T3 cytotox -26%, IP6K1 inh -9 and FLuc inh 0%.
`CSc1nc2sc3c(c2c(=O)n1Cc1ccccc1)CCC(C(C)(C)C)C3` (centres undefined) gave SNCA viab count -8%, SNCA expr inh 3% and IP6K1 inh 6.
For CN(C)CCC(=O)N1Cc2ccccc2CC2(CCCCN2Cc2cccnc2)C1 (centres undefined) the results were GPT2 inh 3%, HEK cytotox 0%, SNCA viab count -10%, SNCA expr inh 3%, 3T3 cytotox 3% and IP6K1 inh -8.
Cc1ccc(CNC(=O)CCS(=O)(=O)c2cc3c(cc2C)NC(=O)CO3)cc1 was read as SNCA viab count 6%, SNCA expr inh 28% and IP6K1 inh -7.
`CC(NC(=O)Cn1ncc2c3ccccc3n(Cc3ccc(F)cc3)c2c1=O)c1ccccc1` (centres undefined) gave SNCA viab count 11%, SNCA expr inh -17% and IP6K1 inh 13.
`CC(=O)c1cccc(NC(=O)c2c(-c3ccccc3)c(-c3ccccc3)nn(C)c2=O)c1` gave SNCA viab count -18%, SNCA expr inh 27% and IP6K1 inh 17.
`CSc1cccc(NC(=O)Cn2c(=O)c(-c3noc(C)n3)c3n(c2=O)CCCCC3)c1` gave GPT2 inh -8%, HEK cytotox 13%, SNCA viab count 3%, SNCA expr inh -15%, 3T3 cytotox inactive, IP6K1 inh 13 and FLuc inh -9%.
For CCC(CC)C(=O)N1CC(C(=O)NCCc2ccncc2)C2(CCOCC2)C1 (centres undefined) the results were GPT2 inh 1%, HEK cytotox -14%, SNCA viab count 9%, SNCA expr inh -21%, 3T3 cytotox -7%, IP6K1 inh 4 and FLuc inh -8%.
Screening Cc1cccc(C)c1NC(=O)Cn1nc(C)c2sc3ccccc3c2c1=O returned SNCA viab count 10%, SNCA expr inh -1% and IP6K1 inh 8.
`O=C(c1ccc(Cl)nc1)N1CCC2(C1)C(=O)N(CCc1ccccc1)c1ccccc12` (centres undefined) gave GPT2 inh -2%&-7%, HEK cytotox inconclusive, SNCA viab count -2%&-10%, SNCA expr inh 14%&3%, 3T3 cytotox inconclusive, IP6K1 inh 12&27 and FLuc inh -3%&0%.
Screening CCNC(=O)c1ccc2c(c1)OCCN(c1cccc(OC(F)(F)F)c1)C2 returned GPT2 inh inconclusive, HEK cytotox inconclusive, SNCA viab count -2%[87.6 µM], SNCA expr inh 3%[87.6 µM], 3T3 cytotox inconclusive, IP6K1 inh -5 and FLuc inh 6%[172 µM].
For Nc1cccc(-c2cn3ccsc3n2)c1 the results were SNCA viab count -2%, SNCA expr inh 15% and IP6K1 inh 8.
Screening Cc1ccc(S(=O)(=O)NC[C@H]2OC[C@@H](NCc3ncc[nH]3)[C@@H]2O)cc1 returned GPT2 inh inconclusive, HEK cytotox -11%[172 µM], SNCA viab count 7%[87.6 µM], SNCA expr inh 6%[87.6 µM], 3T3 cytotox 1%[174 µM], IP6K1 inh 25 and FLuc inh 1%[172 µM].
For O=C(CN1CCCc2nc(-c3ccccc3)ncc2C1=O)NCC1CC1 the results were GPT2 inh inactive, HEK cytotox inconclusive, SNCA viab count -16%, SNCA expr inh -5%, 3T3 cytotox -28% and IP6K1 inh -5.
CS(=O)(=O)c1ccc(N2CCN(CC3(O)CNCCOC3)CC2)c(F)c1 (centres undefined) was read as GPT2 inh -33%, HEK cytotox -14%, SNCA viab count 5%, SNCA expr inh 17%, 3T3 cytotox -25%, IP6K1 inh -14 and FLuc inh -22%.
Cc1ccc([S+](=O)([O-])N2CC(=O)N(Cc3ccc(Cl)cc3)CC(O)C2)cc1 (centres undefined) was read as HEK cytotox inconclusive, 3T3 cytotox inconclusive and IP6K1 inh 16.
COc1cccc(NC(=O)C2CCC(CNS(=O)(=O)c3csc(C(N)=O)c3)CC2)c1 (centres undefined) was read as SNCA viab count -1%, SNCA expr inh 30% and IP6K1 inh -7.
Screening Cc1ccccc1Nc1sc(C(=O)c2ccc3c(c2)OCO3)c(N)c1S(=O)(=O)c1ccccc1 returned SNCA viab count -8%, SNCA expr inh -11% and IP6K1 inh 25.
CNC(=O)c1cc(C2CC2)nc2c1c(C1CCCN(C(=O)c3cccnc3)C1)nn2C (centres undefined) was read as HEK cytotox 1%, 3T3 cytotox -12% and IP6K1 inh 5.
For CN(C)CCOC(c1ccccc1)c1ccccc1 the results were GPT2 inh inactive, SNCA viab count inconclusive, SNCA expr inh -6% and IP6K1 inh -9.
For CCCOc1cccc(C2c3c(oc4ccc(F)cc4c3=O)C(=O)N2Cc2ccc3c(c2)OCO3)c1 (centres undefined) the results were SNCA viab count 1%, SNCA expr inh -17% and IP6K1 inh -4.

Bioassay records (PubChem BioAssay)
